STAT1 blocker: STAT1 signaling inhibition | hit rate 0.35% among 200,000 | inhibition, % at 5.5 µM | AID 920 | NIH 3T3 STAT1-luciferase reporter, IFN-gamma, luminescence;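 active means inhibition above a set limit, the mean inhibition across all tested compounds plus 3 SD, cut at about 34% in these data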;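 further: 0% = IFN-gamma with DMSO and 100% = IFN-gamma with 300 µM nifuroxazide; values of inactives mirror those of a sister screen read the other way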
HMGR II inh: E. faecalis class II HMG-CoA reductase inhibition; AID 1066; purified E. faecalis HMGR, NADPH absorbance 340 nm kinetic; hit rate 0.41% among 190,000; inhibition, % at 10 µM;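 active means inhibition above a set limit, the median over all tested compounds plus 3 SD, cut at about 9.5% in these data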;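 further: enzyme runs in reverse so mevalonate oxidation gives rising NADPH absorbance; 0% = complete reaction with DMSO and 100% = background rate lacking mevalonate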
STAT3 act: increases IL-6 driven STAT3 reporter signal; U3A cells, IL-6 STAT3-luciferase reporter, luminescence; 100% = signal with IL-6 EC80 alone; activation (% of control), % at 5.6 µM; hit rate 0.91% among 190,000; AID 871;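 active means activation above the screen-wide mean of compound activation plus 3 SD, cut at about 130% in these data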;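 further: 0% = background luminescence of wells with medium and substrate only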
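Test system: Human STAT1-deficient U3A cells with stable STAT3-luciferase reporter | Also added: Interleukin-6, 33 ng/mL | Timing: Compound pre-incubation 1 h before IL-6, then 6 h stimulation at 37 °C | Technique: Luciferase reporter luminescence | Read-out: Percent of IL-6-only median luminescence | Benchmarks: IL-6-only wells as 100% reference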
APP 5'UTR act: APP 5'UTR luciferase reporter activation. SH-SY5Y APP 5'UTR luciferase reporter, luminescence; zero percent = DMSO vehicle wells. activation, % at 2 µM. hit rate 1% among 190,000. AID 1276;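 active means activation above a set limit, based on mean plus 3 SD of controls, cut at about 140% in these data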; further: values of inactives mirror those of a sister screen read the other way
DTT redox prof: compounds producing H2O2 with reducing agent – biochemical, NIH compound library profiling, artefact control for MLSCN library redox annotation, primary screen; DTT-dependent redox cycling H2O2, phenol red/HRP absorbance; 100% = 100 µM peroxide control, 0% = buffer; activation, % at 10 µM; hit rate 0.03% among 200,000; AID 878;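 active means activation of at least 50% relative to the plate's high and low controls in the primary single-dose screen; inactive means activation below 50%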;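 further: compound incubated with DTT at 0.8 mM final as the reducing agent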
NF-kB expr up: NF-kB expression increase, human neuronal cells. NF-kB reporter expression; hits give high values. fold change at 12.5 µM. hit rate 1.6% among 190,000; in the data active means fold change above about 3.3
STAT3 blocker: reduces IL-6 driven STAT3 reporter signal; U3A cells, IL-6 STAT3-luciferase reporter, luminescence; host cell line lacks STAT1; inhibition, % at 5.5 µM; hit rate 0.89% among 190,000;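 active means inhibition above the mean inhibition across all screened compounds plus 3 SD, cut at about 44% in these data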;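 further: 0% = DMSO only wells and 100% = 100 µM nifuroxazide control wells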
STAT1 act: increases IFN-gamma driven STAT1 reporter signal | NIH 3T3 STAT1-luciferase reporter, luminescence; 100% = IFN-gamma alone, no compound | activation (% of control), % at 5.5 µM | hit rate 2.6% among 200,000;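 active means activation above the screen-wide mean activation plus 3 SD, cut at about 130% in these data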;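 further: raw ratio to IFN-gamma control signal so 100% means no change and 0% no light; values of inactives mirror those of a sister screen read the other way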
TLR4-MyD88 BLA: blocks binding of human TLR4 to MyD88; hit rate 0.18% among 200,000; O00206+Q99836; inhibition, % at 8.4 µM; AID 861; HeLa CL3-4 TLR4/MyD88 BLA complementation, FRET ratio; in the data active means inhibition above about 25%;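 further: 0% = vehicle and 100% = reference inhibitor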
Target sequence (O00206 whole entry, looked up): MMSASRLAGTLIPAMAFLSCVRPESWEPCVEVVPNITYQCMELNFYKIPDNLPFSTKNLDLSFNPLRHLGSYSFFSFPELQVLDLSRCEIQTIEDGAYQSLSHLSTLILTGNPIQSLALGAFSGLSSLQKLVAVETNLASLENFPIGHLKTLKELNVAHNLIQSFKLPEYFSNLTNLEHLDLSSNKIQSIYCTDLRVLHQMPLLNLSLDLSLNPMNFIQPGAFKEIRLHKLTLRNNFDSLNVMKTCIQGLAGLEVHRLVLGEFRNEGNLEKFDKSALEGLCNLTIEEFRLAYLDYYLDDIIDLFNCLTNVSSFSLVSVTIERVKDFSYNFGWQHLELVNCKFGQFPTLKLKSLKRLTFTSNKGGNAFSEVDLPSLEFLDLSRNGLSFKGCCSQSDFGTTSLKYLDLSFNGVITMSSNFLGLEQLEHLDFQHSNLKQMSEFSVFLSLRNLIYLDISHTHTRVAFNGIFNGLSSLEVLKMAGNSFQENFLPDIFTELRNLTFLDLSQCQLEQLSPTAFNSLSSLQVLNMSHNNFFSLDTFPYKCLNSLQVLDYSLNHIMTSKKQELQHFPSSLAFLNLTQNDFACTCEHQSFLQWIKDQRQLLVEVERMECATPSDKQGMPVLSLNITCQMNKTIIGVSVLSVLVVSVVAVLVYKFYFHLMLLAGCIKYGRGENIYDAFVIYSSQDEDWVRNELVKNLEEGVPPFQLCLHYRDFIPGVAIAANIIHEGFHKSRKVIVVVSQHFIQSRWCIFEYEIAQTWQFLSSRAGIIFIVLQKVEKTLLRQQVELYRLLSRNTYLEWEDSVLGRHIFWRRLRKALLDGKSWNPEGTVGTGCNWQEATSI
Target sequence (Q99836 whole entry, looked up): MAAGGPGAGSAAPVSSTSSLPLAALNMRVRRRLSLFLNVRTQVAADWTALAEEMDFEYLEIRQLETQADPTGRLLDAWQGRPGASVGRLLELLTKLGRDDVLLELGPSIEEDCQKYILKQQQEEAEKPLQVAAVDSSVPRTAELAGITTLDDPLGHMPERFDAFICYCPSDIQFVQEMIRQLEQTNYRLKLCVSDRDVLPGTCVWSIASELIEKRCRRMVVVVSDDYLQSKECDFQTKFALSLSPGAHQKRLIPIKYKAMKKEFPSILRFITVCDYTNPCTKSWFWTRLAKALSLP
Hsp70 activator: Hsp70 transcriptional activation, primary screen; activation, % at 10 µM; HeLa Hsp70 promoter luciferase reporter, luminescence; scaled: vehicle 0, proteasome-inhibitor control 100%; hit rate 0.04% among 200,000;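 active means activation above the mean across all tested compounds plus 3 SD, cutoff set per campaign, cut at about 5.5% in these data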;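 further: 100% = MG132 at 30 µM as the positive control and 0% = DMSO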
An asterisk follows results filed as active; . = no result given.

no.	SMILES	STAT1 blocker	HMGR II inh	STAT3 act	APP 5'UTR act	DTT redox prof
1	CN1CCN(CCCN(Cc2cccs2)C(=S)Nc2ccc(Cl)cc2)CC1	-5	-2	100	10	0.4
2	Cc1cc(C(=O)Cn2nc(C(=O)O)c3ccccc3c2=O)c(C)n1-c1ccc(OC(F)F)cc1	4	-1	91	18	-0.9
3	O=C(c1cnccn1)N1CCN(S(=O)(=O)c2ccc3ccccc3c2)CC1	10	-6	91	-12	-0.2
4	COc1ccc2c(c1)nc(SCC(=O)c1ccc(Br)s1)n2C	-3	1	101	7	-3.8
5	CCCCCCCCNC(=O)c1cnccn1	5	-4	91	5	-0.3
6	CCNC(=O)C12CCC(C)(C(=O)O1)C2(C)C (configuration not stated)	1	-5	100	10	0.1
7	O=C(Nc1nc(-c2ccc(Cl)cc2)cs1)NC1CCCCC1	1	-1	94	27	-0.1
8	CCn1c(COc2cccc3ccccc23)nnc1SCC(=O)OC1CCCCC1	0	0	108	-15	0.3
9	Cc1cccc(C)c1NC(=O)CSc1nnc(CCCCCNC(=O)OC(C)(C)C)o1	7	-2	94	18	0.4
10	O=C(OCCN=C1NS(=O)(=O)c2ccccc21)C1CC(=O)N(c2ccc(Cl)cc2)C1 (configuration not stated)	-2	-4	103	-7	-3.5
11	CCOc1cc(/C=N\NC(=O)Cn2nnc3ccccc32)ccc1O	-6	-4	107	-13	-0.4
12	Cc1ccc(-c2cnn(-c3cccc([N+](=O)[O-])c3)c2N)cc1	-47	-1	99	96	-3.5

no.	NF-kB expr up	STAT3 blocker	STAT1 act	TLR4-MyD88 BLA	Hsp70 activator
1	1.3	8	103	1	-0.1
2	1.1	12	96	-4	-0.3
3	0.91	14	91	-13	0.2
4	1.6	3	103	6	-0.3
5	1.3	11	96	-23	-0.3
6	1.2	12	98	2	-0.1
7	0.99	8	99	-16	-0.2
8	1.1	-9	100	-8	-0.2
9	0.87	12	94	-6	-0.3
10	1.2	-4	102	-2	-0.4
11	1.1	-6	104	0	-0.3
12	2.9	12	142*	-6	-0.2

Exported as labelled records: four of the compounds above.
11	CCOc1cc(/C=N\NC(=O)Cn2nnc3ccccc32)ccc1O
  STAT1 blocker: -6; HMGR II inh: -4; STAT3 act: 107; APP 5'UTR act: -13; DTT redox prof: -0.4; NF-kB expr up: 1.1; STAT3 blocker: -6; STAT1 act: 104; TLR4-MyD88 BLA: 0; Hsp70 activator: -0.3
5	CCCCCCCCNC(=O)c1cnccn1
  STAT1 blocker: 5; HMGR II inh: -4; STAT3 act: 91; APP 5'UTR act: 5; DTT redox prof: -0.3; NF-kB expr up: 1.3; STAT3 blocker: 11; STAT1 act: 96; TLR4-MyD88 BLA: -23; Hsp70 activator: -0.3
8	CCn1c(COc2cccc3ccccc23)nnc1SCC(=O)OC1CCCCC1
  STAT1 blocker: 0; HMGR II inh: 0; STAT3 act: 108; APP 5'UTR act: -15; DTT redox prof: 0.3; NF-kB expr up: 1.1; STAT3 blocker: -9; STAT1 act: 100; TLR4-MyD88 BLA: -8; Hsp70 activator: -0.2
10	O=C(OCCN=C1NS(=O)(=O)c2ccccc21)C1CC(=O)N(c2ccc(Cl)cc2)C1 (configuration not stated)
  STAT1 blocker: -2; HMGR II inh: -4; STAT3 act: 103; APP 5'UTR act: -7; DTT redox prof: -3.5; NF-kB expr up: 1.2; STAT3 blocker: -4; STAT1 act: 102; TLR4-MyD88 BLA: -2; Hsp70 activator: -0.4

Next part.
no.	SMILES	STAT1 blocker	HMGR II inh	STAT3 act	APP 5'UTR act	DTT redox prof
13	Cc1nnc2ccc(N3CCN(c4ccccn4)CC3)nn12	-1	-5	74	-1	-0.6
14	CC1(O)c2ccccc2C(=O)N1CCc1ccccc1F (configuration not stated)	-11	-1	109	20	-0.6
15	COc1ccc2nc(NC(=O)CCN3C(=S)NC(C)(C)CC3C)sc2c1 (configuration not stated)	-3	3	97	36	0.3
16	CCOc1ccc2nc3c(cc2c1)CN(CCOC)C(=NC)S3	-3	-4	107	8	0.8
17	COc1ccc(CC2(CO)CCN(Cc3cnn(-c4ccc(F)cc4)c3)CC2)cc1	-2	-6	86	-10	0.0
18	COc1ccc2cc(S(=O)(=O)N3CCCCC3)ccc2c1S(=O)(=O)N1CCCCC1	-8	-1	98	0	1.8
19	Cc1ccc(-n2ncc3c(SCc4ccccc4)ncnc32)cc1	-14	-1	90	112	2.8
20	COC(=O)c1cccc(S(=O)(=O)N2CCN(c3nc4ccccc4s3)CC2)c1	-3	-2	95	17	3.5
21	CCO[C@H]1OC(C(=O)N2CCOCC2)=C[C@@H](c2ccc(Br)cc2)[C@@H]1CCCO	-1	-2	.	-6	0.1
22	O=C1C=C(NCCc2ccccc2)C2(CCCCC2)O1	11	-3	111	-6	-0.4
23	CCOC(=O)N1CCN(C(=O)CSc2nc(-c3cccc(C)c3)ns2)CC1	-5	-6	92	0	-0.9
24	Cc1ccccc1N1C(S)=C(C#N)C(=O)NC12CCCCC2	0	-4	93	12	-0.2

no.	NF-kB expr up	STAT3 blocker	STAT1 act	TLR4-MyD88 BLA	Hsp70 activator
13	1.2	39	101	4	-0.2
14	1.7	-9	110	-3	0.0
15	1	1	103	4	-0.1
16	1.6	-5	103	7	0.0
17	0.75	18	100	-2	-0.3
18	0.32	6	107	12	-0.3
19	3.1	14	112	-6	-0.1
20	1.2	9	103	-20	-0.5
21	0.93	.	103	-3	-0.2
22	1.1	-11	88	4	-0.3
23	0.82	13	104	-1	0.1
24	1.2	6	100	5	-0.3

Carrying on.
no.	SMILES	STAT1 blocker	HMGR II inh	STAT3 act	APP 5'UTR act	DTT redox prof
25	CC(C)Cn1c(Br)nc2c1c(=O)n(CCC#N)c(=O)n2C	-2	0	104	3	2.4
26	CCOC(=O)C1CCCN(C(=O)N2CCOCC2)C1 (configuration not stated)	11	-1	101	-5	1.2
27	CCOC(=O)CC(NC(=O)Cn1nnc(-c2ccccc2F)n1)c1ccccc1Cl (configuration not stated)	4	-1	106	2	0.3
28	CCn1nnnc1NCc1ccc(N2CCCC2)cc1	3	-6	93	10	0.5
29	CCOC(OCC)P(=O)(C(C)C)C(C)C	3	-2	104	1	3.1
30	Cc1cccc(N(CC(=O)N2CCN(c3ccccc3F)CC2)S(C)(=O)=O)c1	-2	-6	100	31	-0.5
31	COCCNC(=S)N1CCC(Cc2ccccc2)CC1	7	0	100	6	0.0
32	Cc1ccccc1OCc1nnc(SCC(=O)Nc2ccc3nc(SCC(=O)Nc4ccccc4)sc3c2)n1C	-8	-5	115	0	0.0
33	CCOC(=O)/C=C1\Nc2ccccc2SC1=O	-1	0	101	20	0.7
34	COc1ccc(OC)c(NC(=O)c2ccc(S(=O)(=O)N3CCN(C)CC3)cc2)c1	-1	3	103	0	0.0
35	O=C(c1ccco1)N1CCN(c2ncnc3c2nnn3Cc2ccccc2Cl)CC1	7	-6	88	-3	0.0
36	Cc1ccc(NC(=O)C(OC(=O)c2ccccc2Cl)c2ccccc2)cc1Cl (configuration not stated)	4	-2	106	-15	1.1

no.	NF-kB expr up	STAT3 blocker	STAT1 act	TLR4-MyD88 BLA	Hsp70 activator
25	0.75	-2	102	-5	-0.1
26	1.1	1	90	2	-0.4
27	1.1	-2	98	-4	-0.2
28	0.91	14	97	-5	-0.2
29	2	2	98	-4	0.0
30	0.96	1	102	-4	0.0
31	1.2	11	93	0	0.1
32	1	-8	107	8	-0.1
33	1.4	1	101	-3	-0.3
34	0.92	2	101	1	-0.5
35	1.3	18	94	6	-0.2
36	1.1	-7	96	-6	-0.3

(listing goes on)
no.	SMILES	STAT1 blocker	HMGR II inh	STAT3 act	APP 5'UTR act	DTT redox prof
37	CCOc1ccc(CCNC(=O)C2CCN(S(=O)(=O)N3CCCCC3)CC2)cc1OCC	5	-7	92	-2	-0.1
38	COc1cc2c(cc1OC)C(c1ccc(-c3ccc(Cl)c(Cl)c3)o1)=NCC2	8	-2	74	-1	0.8
39	CCc1c(-c2ccccc2)nc2nc(C)c(C)nn12	-2	1	87	-4	-0.9
40	CCCCNC(=S)NNC(=O)c1csc(C)c1C	9	-8	83	14	0.5
41	O=C(Nc1ccccc1C(=O)NCC1CCCO1)c1ccc(Cl)cc1Cl (configuration not stated)	8	-2	115	9	1.2
42	CCO/C(C)=C1\C(=O)Nc2ccccc21	20	1	101	-12	-3.2
43	CCOC(=O)c1c(C)[nH]c(C(=O)Cn2c(=O)c3c(ncn3CC)n(Cc3ccccc3)c2=O)c1C	2	-1	96	-7	0.1
44	Cc1oc(-c2cccs2)nc1CS(=O)CC(=O)NCCc1ccccc1 (configuration not stated)	-3	-8	110	-3	-0.8
45	CC1Sc2ccc(Cl)cc2-c2nc(N)ncc21 (configuration not stated)	9	-3	92	-6	-0.5
46	CC1CCC(NC(=O)CCNC(=O)c2ccccc2)CC1 (configuration not stated)	-10	-6	110	17	-2.0
47	COC(=O)C1C2C=CC3(CN(Cc4cccs4)C(=O)C13)O2 (configuration not stated)	-1	-1	101	-2	1.7
48	COc1cccc(CC2(CO)CCN(Cc3ccc4cccc(F)c4n3)CC2)c1	-1	-8	104	6	-1.7
49	CCC(=O)N1CCc2cc(Br)cc(S(=O)(=O)CCC(=O)NCc3ccco3)c21	-1	0	99	11	-3.3

no.	NF-kB expr up	STAT3 blocker	STAT1 act	TLR4-MyD88 BLA	Hsp70 activator
37	1.3	16	96	-17	-0.2
38	0.45	31	100	7	-0.2
39	1.3	24	102	13	-0.4
40	0.95	20	92	5	-0.5
41	0.92	-10	93	1	0.0
42	1	3	81	8	-0.1
43	0.98	8	99	-4	0.0
44	1.1	-7	102	7	-0.2
45	0.73	11	91	-16	-0.3
46	1.2	-10	109	0	-0.3
47	1.1	-1	101	-7	-0.5
48	0.96	0	100	-7	0.2
49	1	5	101	-8	0.3

Bioassay records as filed in PubChem BioAssay.

Not a hit list; any-hit rate near 5.6%.
